# Cardio protect: cardioprotection against H2O2-induced cell death, primary screen, uHTS, H9c2 cells, ATPLite luminescence | H9c2 cardiomyocytes, H2O2 injury protection, 2 h | protection from H2O2 cell death, % at 20 µM | 0.63% of 360,000 active;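 active = compounds giving at least 50% protection of heart cells from peroxide-induced death in the single-dose screen, raw or plate-pattern-corrected value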;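 note: 0% = DMSO wells with peroxide and 100% = DMSO wells without peroxide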
# PDI inh: inhibitors of human PDI, primary screen, biochemical, turbidity, single point, plate reader; inhibition, % at 10 µM; PDI insulin aggregation turbidity, A650, 90 min; Protein disulfide-isomerase (Homo sapiens), P07237; AID 588391, 2011; 0.052% of 350,000 active;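 active = mean inhibition across replicates of 30% or more, whatever share of single replicates reach that level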;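 note: absorbance from insulin aggregation driven by PDI reduction with DTT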
# MC4R ag barr: MC4R agonists recruiting beta-arrestin, primary screen, cell-based, luminescence, agonist arm of biased-ligand search | U2OS MC4R beta-arrestin complementation; percent of melanotan II response, DMSO zero | 0.98% of 360,000 active | Melanocortin receptor 4 (Homo sapiens), P32245 | activation, % at 8.9 µM | AID 540308, 2011;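 active = activation above a per-plate cutoff, the mean activation of sample wells on that plate plus 3 SD, cut at about 8% in these data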
# ABCB6 inh 2: ABCB6 transporter inhibitors, primary screen, K562-ABCB6 cells, flow cytometry, MLPCN library | ATP-binding cassette sub-family B member 6 (Homo sapiens), Q9NP58 | K562-ABCB6 porphyrin accumulation, 1 h; hits give low values | fluorescence ratio to DMSO, % at 10 µM | 0.19% of 360,000 active | AID 602162, 2011;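 active = fluorescence ratio to DMSO below 75%, the collection mean minus 3 SD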;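 note: signal is porphyrin accumulated inside mitochondria; 100% equals median channel fluorescence of DMSO control wells; lower ratio means ABCB6 inhibition with less porphyrin fluorescence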
# Target sequence (Q9NP58 whole entry, looked up): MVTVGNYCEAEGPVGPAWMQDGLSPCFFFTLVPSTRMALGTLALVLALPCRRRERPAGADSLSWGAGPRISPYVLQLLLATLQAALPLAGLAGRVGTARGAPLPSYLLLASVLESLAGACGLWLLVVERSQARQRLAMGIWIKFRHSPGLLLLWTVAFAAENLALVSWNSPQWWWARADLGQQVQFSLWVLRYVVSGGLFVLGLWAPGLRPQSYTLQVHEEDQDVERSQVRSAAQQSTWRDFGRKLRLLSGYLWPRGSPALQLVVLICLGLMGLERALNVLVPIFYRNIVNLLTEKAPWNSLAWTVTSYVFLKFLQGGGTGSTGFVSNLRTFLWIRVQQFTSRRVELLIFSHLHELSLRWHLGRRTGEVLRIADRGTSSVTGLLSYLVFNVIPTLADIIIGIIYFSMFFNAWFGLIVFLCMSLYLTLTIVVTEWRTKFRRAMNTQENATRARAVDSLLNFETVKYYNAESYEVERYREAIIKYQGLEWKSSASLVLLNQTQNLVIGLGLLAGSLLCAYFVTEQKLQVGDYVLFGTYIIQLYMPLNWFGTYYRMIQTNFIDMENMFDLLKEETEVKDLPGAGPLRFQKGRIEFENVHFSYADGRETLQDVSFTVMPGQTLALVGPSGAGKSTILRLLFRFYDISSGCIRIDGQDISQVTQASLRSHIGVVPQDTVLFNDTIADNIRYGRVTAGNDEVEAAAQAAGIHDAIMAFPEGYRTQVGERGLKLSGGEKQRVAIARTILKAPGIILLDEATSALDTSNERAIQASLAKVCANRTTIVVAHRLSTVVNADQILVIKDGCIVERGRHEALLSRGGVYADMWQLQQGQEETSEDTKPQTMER
# MC4R antag cAMP: MC4R antagonists of cAMP signaling, primary screen, cell-based, TR-FRET, antagonist arm of biased-ligand search. Melanocortin receptor 4 (Homo sapiens), P32245. MC4R-expressing cells, MTII-stimulated cAMP, LANCE TR-FRET. inhibition, % at 6.5 µM. 0.48% of 360,000 active. AID 540295, 2011;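 active = inhibition above its plate's cutoff, the mean of tested wells on that plate plus 3 SD, cut at about 29% in these data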;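 note: 0% = Melanotan II alone and 100% = Melanotan II plus saturating MCL0020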
#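 Material: human MC4R-expressing U2OS cells. Probe or stimulus: Melanotan II challenge. Dosing: 6.5 µM single dose. Times: 30-min compound, 1-h challenge, 1-h detection, room temperature. Technique: TR-FRET with Eu-cAMP and labeled anti-cAMP, 671 nm. Replication: singlicate.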
# Vif inh: HIV Vif self-association inhibitors, primary screen, imaging, HEK293T, single point; HEK293T cells, Vif self-association by quenched fluorescence, 24 h; inhibition, % at 7.49 µM; 0.35% of 340,000 active; AID 602346, 2012; in the data active = inhibition above about 50%, passing the limit was not always enough; note: some results filed as inactive read as strong as hits
# N-glyco inh: increase of ERlucT glycosylation luciferase signal, primary screen, N-linked glycosylation inhibitor project, D54 ERlucT cells, luminescence, set 2; D54 ERlucT glycosylation luciferase reporter, 24 h; percent of 100 nM tunicamycin response; AID 588692, 2011; 0.23% of 360,000 active; reporter increase, % at 12.5 µM;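 active = mean luciferase reporter signal, scaled so untreated is 0 and the glycosylation-blocking control 100, at or above a set limit in every replicate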;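 note: luciferase carries N-glycosylation sites so blocking glycosylation raises the light; 0% = median of neutral control wells and 100% = median of 100 nM tunicamycin wells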
# aDG glyco act: activators of alpha-DG glycosylation, primary screen, uHTS, Pro5-aDG cells, AlphaScreen; 0.22% of 360,000 active; activation, % at 10 µM; alpha-DG glycosylation AlphaScreen (IIH6); 0% Pro5, 100% B10-LARGE cell signal;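 active = activation of at least 8% versus controls, or a plate z-score of at least 8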;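 note: Pro5 are CHO cells carrying HIG-tagged alpha-DG that lacks glycosylation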
# m5-HT2A agonist: mouse Htr2a agonists via beta-arrestin recruitment, primary screen, cell-based, luminescence; 5-hydroxytryptamine receptor 2A (Mus musculus), P35363; CHO-K1 mHTR2A beta-arrestin complementation; percent of 30 µM serotonin response; activation, % at 7.6 µM; 0.66% of 360,000 active;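 active = activation above a run cutoff, the mean activation of all tested compounds plus 3 SD, cut at about 14% in these data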;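 note: 0% = plate median of compound wells and 100% = 30 µM serotonin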
# CaV13 FRET inh: Primary screen for inhibitors of IQ motif and Ca2+-dependent inactivation inhibitor domain binding in CACNA1D, Förster resonance energy transfer in living cells, …; inhibition, % at 12.3 µM; HEK cells, CFP/YFP FRET ICDI-IQ, plate reader, 10 min; percent FRET-ratio fall versus neutral wells; 0.098% of 340,000 active; AID 743397;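 active = mean replicate inhibition of at least 30% and at least 1% of replicates passing that level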;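 note: 0% = median of the neutral control wells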
# Starred values were filed as active, the others as inactive; / = no result given. Compounds were not picked by outcome; 3.6% or so of the library scored in one or more.
No.	SMILES	MC4R ag barr	m5-HT2A agonist	Vif inh	PDI inh	CaV13 FRET inh	Cardio protect	ABCB6 inh 2	MC4R antag cAMP	N-glyco inh	aDG glyco act
1	COC(=O)C1=C(CN2CCN(C)CC2)NC(=O)NC1c1cc(C)ccc1C (stereo unspecified)	0.3	1	3	0	-7	13	101	18	-1	0.0
2	Cc1cccc(-n2c(N)cc(=O)[nH]c2=S)c1	-1.8	-4	-7	6	-3	-2	94	-1	0	-0.1
3	COC(=O)Cn1c(=NC(=O)c2sc3ccccc3c2Cl)sc2cc(S(N)(=O)=O)ccc21	4.4	1	-6	-3	-5	-10	100	1	-3	-0.3
4	CCc1cc(=O)oc2c(C)c(OCC(=O)NC3CC(C)(C)NC(C)(C)C3)ccc12	-0.8	1	16	-5	/	-1	103	4	0	0.0
5	CCSc1nnc(NC(=O)Cn2cnc3ccccc3c2=O)s1	0.4	-1	3	5	-9	-2	96	12	2	0.0
6	CCOC(=O)n1c(=O)n(Cc2ccc(Cl)cc2Cl)c2ccccc21	-1.4	9	/	-5	-2	-12	95	-4	-4	0.4
7	COc1ccc(/C=N/Nc2nc(Nc3ccccc3)nc(N3CCCCC3)n2)cc1OC	-0.8	-7	-13	0	-4	13	97	3	-6	-0.3
8	CCOc1cc(-c2nnn(CC(=O)N3CCCCC3)n2)ccc1OC	-1.0	1	1	-1	-3	8	99	-4	3	-0.2
9	COc1ccc(CNC(=S)Nc2ccc(OC)cc2)cc1	-2.2	1	2	5	-3	-6	96	4	2	0.0
10	CCOc1ncccc1C(=O)OCC(=O)c1ccc(F)cc1	-1.5	-3	-1	-2	-3	8	98	8	-3	0.1
11	O=c1[nH]c(O)c(/C=C2\C=Nc3ccc(Br)cc32)[nH]1	-1.7	-1	-1	-13	-6	11	92	2	5	0.0
12	CC1CCN(Cc2c(C(=O)N3CCc4ccccc4C3)nc3ccc(Cl)cn23)CC1	-1.1	-1	/	4	-7	-8	102	-12	-4	0.0
13	O=C(NCc1ccco1)c1n[nH]c(=O)c2ccccc12	-0.3	-2	2	0	-9	36	101	5	2	-0.2
14	COCCN(C(=O)COC(=O)c1ccc(-c2ccccc2)cc1)c1c(N)n(Cc2ccccc2)c(=O)[nH]c1=O	-0.3	-10	-2	-3	-2	7	112	-8	-2	0.1
15	Cc1cc(C)cc(NC(=O)CCOc2ccccc2)c1	-0.1	7	-6	7	-5	2	98	5	0	0.0
16	c1ccc(CSCc2nc3ccccc3[nH]2)cc1	-1.9	2	2	-19	-19	-3	101	4	0	-0.1
17	CCOc1ccccc1NC(=O)COC(=O)C1CCC1	-2.6	7	-4	-4	-9	3	100	-4	2	0.0
18	CC(C)CNS(=O)(=O)c1cc(C(=O)OCC(=O)c2ccc3c(c2)OCCO3)c(Cl)cc1Cl	-1.9	8	-1	20	1	-4	103	14	0	0.2
19	CCCCN(CC)S(=O)(=O)c1ccc(C(=O)Nc2nnc(-c3ccccc3Cl)o2)cc1	-5.2	1	13	-5	/	39	102	-7	2	2.1
20	COc1ccc(-c2ccc(OC)cc2C(=O)O)cc1	-1.1	3	-2	9	-4	0	101	-1	0	-0.1
21	O=C(NCCc1cccs1)c1ccc(Cl)cc1	-2.6	10	-3	3	-3	-14	99	3	-17	0.0
22	COc1cccc(C(=O)NCC2(c3ccccc3)CCCC2)c1	-1.9	-3	2	3	3	2	95	7	-4	0.1
23	CCN1C(=O)[C@H]2[C@@H](c3ccc(OC)cc3)N[C@]3(CCCN(CCC(C)C)C3=O)[C@H]2C1=O	-0.4	1	0	-7	-6	7	87	-3	0	0.2
24	NC(=O)c1nsc(C(=O)N(CC(=O)NCc2ccco2)c2ccccc2F)c1N	0.5	2	-4	11	-7	14	94	-1	-2	0.2
25	CCOC(=O)C1CCN(S(=O)(=O)CCNC(=O)c2cccc(OC)c2)CC1	-2.9	-4	1	2	-17	2	93	-1	1	-0.1

# An excerpt from above in order of molecular weight, lowest first.
No.	SMILES	MC4R ag barr	m5-HT2A agonist	Vif inh	PDI inh	CaV13 FRET inh	Cardio protect	ABCB6 inh 2	MC4R antag cAMP	N-glyco inh	aDG glyco act
20	COc1ccc(-c2ccc(OC)cc2C(=O)O)cc1	-1.1	3	-2	9	-4	0	101	-1	0	-0.1
21	O=C(NCCc1cccs1)c1ccc(Cl)cc1	-2.6	10	-3	3	-3	-14	99	3	-17	0.0
13	O=C(NCc1ccco1)c1n[nH]c(=O)c2ccccc12	-0.3	-2	2	0	-9	36	101	5	2	-0.2
10	CCOc1ncccc1C(=O)OCC(=O)c1ccc(F)cc1	-1.5	-3	-1	-2	-3	8	98	8	-3	0.1
5	CCSc1nnc(NC(=O)Cn2cnc3ccccc3c2=O)s1	0.4	-1	3	5	-9	-2	96	12	2	0.0
6	CCOC(=O)n1c(=O)n(Cc2ccc(Cl)cc2Cl)c2ccccc21	-1.4	9	/	-5	-2	-12	95	-4	-4	0.4
1	COC(=O)C1=C(CN2CCN(C)CC2)NC(=O)NC1c1cc(C)ccc1C (stereo unspecified)	0.3	1	3	0	-7	13	101	18	-1	0.0
18	CC(C)CNS(=O)(=O)c1cc(C(=O)OCC(=O)c2ccc3c(c2)OCCO3)c(Cl)cc1Cl	-1.9	8	-1	20	1	-4	103	14	0	0.2
14	COCCN(C(=O)COC(=O)c1ccc(-c2ccccc2)cc1)c1c(N)n(Cc2ccccc2)c(=O)[nH]c1=O	-0.3	-10	-2	-3	-2	7	112	-8	-2	0.1

# Further compounds follow:
No.	SMILES	MC4R ag barr	m5-HT2A agonist	Vif inh	PDI inh	CaV13 FRET inh	Cardio protect	ABCB6 inh 2	MC4R antag cAMP	N-glyco inh	aDG glyco act
26	CCCCCn1c(C(Cc2ccccc2)NC(=O)COC)nc2ccccc21 (stereo unspecified)	1.1	-4	-6	/	-4	-20	86	3	-2	0.0
27	COc1ccc(CN2C[C@@H](CO)O[C@@H](n3cnc4c(N5CCN(c6ccccc6)CC5)ncnc43)C2)cc1	2.8	4	-4	16	-17	6	100	20	-6	0.5
28	COc1cc2c(cc1OC)CN(C(=O)c1ccc(S(=O)(=O)N3CCCCCC3)cc1)CC2	-0.5	0	4	-2	-4	-3	105	25	-5	0.4
29	CCCOc1ccc(NC(=O)OC2CCN(C)CC2)cc1	-1.3	-6	3	0	-9	17	98	9	0	0.8
30	Cc1noc(C)c1COC(=O)CCCc1c[nH]c2ccccc12	-0.6	-4	23	-4	-4	4	97	1	1	-0.2
31	CCNC(=O)CC1C(=O)N(CC)C(=S)N1NC(=O)c1cccnc1 (stereo unspecified)	-1.1	0	-1	-3	-6	7	101	-2	3	-0.1
32	CCOC(=O)c1c(N)sc(C(O)(C(F)(F)F)C(F)(F)F)c1-c1ccccc1	3.6	6	-2	8	/	4	99	3	-1	-0.5
33	CSCCC(NC(=O)/C(=C\c1ccco1)NC(=O)c1ccco1)C(=O)O (stereo unspecified)	-0.8	-3	-1	-3	-9	1	96	2	2	-0.2
34	Cc1cc2c(cc1S(=O)(=O)C(C)CC(=O)NCc1ccco1)OCC(=O)N2 (stereo unspecified)	-0.7	-2	1	6	-4	2	95	-1	1	0.0
35	CCOC(=O)C1=C(C)NC(C)=C(C(=O)OCC)C1c1cccs1	0.5	2	2	-12	-8	-5	92	5	0	-0.1
36	COc1ccc(-c2csc(C(C#N)=C(O)CSc3nccn3C)n2)cc1OC	-0.2	1	3	8	-10	57*	103	4	0	0.0
37	O=C(NCc1n[nH]c(=S)n1-c1ccc(Br)cc1)c1ccc(S(=O)(=O)N2CCCCC2)cc1	-2.1	4	1	5	-3	4	95	20	4	0.0
38	Cc1c(C(=O)Nc2ccccc2)sc2nc[nH]c(=O)c12	-1.8	-1	3	10	-5	0	99	5	4	-0.1
39	O=c1[nH]c(/C=C/c2ccccc2OC(F)F)nc2c1cnn2-c1ccccc1	7.5	3	-2	2	-16	-2	98	-48	-3	-0.2
40	CCOc1cccc(N(C(=O)c2ccco2)C(C(=O)NC2CCCC2)c2cccnc2)c1 (stereo unspecified)	-2.1	-5	14	4	-7	15	98	7	0	0.1
41	COc1ccc(NC(=O)NNC(=O)COc2ccc3ccccc3c2)cc1	-0.7	-4	-2	10	-6	4	103	3	1	-0.1
42	CCOC(=O)c1ccc2[nH]c3c(c2c1)CCCC3NC=O (stereo unspecified)	0.8	-4	4	-1	-5	9	88	0	1	-0.1
43	CCOC(=O)c1ccc(NC(=O)C2CC(=O)N=C(N)S2)cc1 (stereo unspecified)	0.9	0	10	-1	-17	-10	102	-1	1	-0.3
44	Oc1ccc2c(c1)C1CCCC1(N1CCOCC1)O2 (stereo unspecified)	-3.4	-3	20	2	-3	16	91	-2	2	-0.1
45	Cc1occc1-c1nnc(SCC(=O)N2CCOCC2)n1CCc1ccccc1	-2.8	0	1	2	/	-2	98	6	4	-0.1
46	O=C(NC1=NCCS1)C12CC3CC(CC(C3)C1)C2	-0.4	1	-7	1	-5	5	98	10	3	-0.2
47	CC(C)NC(=O)NNc1c(Cl)cncc1Cl	0.6	2	-12	6	-4	4	96	0	0	0.0
48	O=C(CSc1nnnn1C1CCCCC1)NCc1cccs1	-2.0	2	1	-1	-4	2	96	-13	1	0.8
49	COc1cc(OC)c(CN2CCc3c([nH]c4ccccc34)C2)cc1Br	0.3	-6	0	1	-5	0	145	-7	2	0.0
50	Cc1ccc(Sc2c(C=O)c3ccccc3n2C)cc1	-0.7	-5	-13	9	-5	-16	98	3	-11	-0.2
51	O=C(CNC(=O)c1cccc(F)c1)N/N=C/C=C/c1ccccc1	1.2	7	1	1	-5	-2	101	-2	0	0.5
52	COc1cc2c(cc1OC)N1C(=O)CC(OCC(=O)O)C3C4CC5(CCN5C(=O)C4=O)C2C31 (stereo unspecified)	1.0	1	12	-5	0	-2	102	15	2	1.0

# Screening results as filed in PubChem BioAssay.
